# Screens (PubChem BioAssay)
# NR3A LBD binder: modulates the human NR3A ligand-binding domain | NR3A LBD differential scanning fluorimetry, Tm shift; 0% = protein alone, 100% = glycine-bound protein | Tm shift relative to glycine control, % at 25 µM | actives 2.5% (n = 340,000) | AID 1259313;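 active = melting temperature shift of at least 10% of the positive control shift, at one fixed dose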
# MPTP block: blocks calcium-induced mitochondrial swelling; inhibition, % at 10 µM; isolated mouse mitochondria, Ca2+ swelling absorbance, 30 min; actives 1.4% (n = 360,000); AID 602449;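 active = inhibition of 50% or more, scaled per plate between neutral and stimulator controls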;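 also: 0% = DMSO wells given calcium and 100% = 1 mM EGTA wells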
# beta cell repl: inducers of beta-cell replication in MIN6 cells | MIN6 cells proliferation, ATPlite luminescence, 48 h; cells starved in 0.2% serum; 100% = growth in 10% serum | proliferation, % at 10 µM | actives 0.29% (n = 330,000);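 active = compounds whose signal lies at least 3.5 SD above the mean of all wells on their plate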;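 also: 0% = DMSO-treated cells in low-serum medium and 100% = 10% serum control; some compounds called inactive have numbers as strong as hits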
# APJ agonist: agonists of human APJ apelin receptor. AID 2520. actives 0.11% (n = 330,000). CHO-K1 APJ PathHunter beta-arrestin, luminescence; 0% DMSO wells, 100% apelin. activation, % at 20 µM;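 active = activation more than six SD over the plate average, tested at 20 µM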;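 also: 0% = DMSO alone and 100% = apelin-13 at 10 nM; some results filed as inactive read as strong as hits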
# Target sequence (P35414 whole entry, looked up): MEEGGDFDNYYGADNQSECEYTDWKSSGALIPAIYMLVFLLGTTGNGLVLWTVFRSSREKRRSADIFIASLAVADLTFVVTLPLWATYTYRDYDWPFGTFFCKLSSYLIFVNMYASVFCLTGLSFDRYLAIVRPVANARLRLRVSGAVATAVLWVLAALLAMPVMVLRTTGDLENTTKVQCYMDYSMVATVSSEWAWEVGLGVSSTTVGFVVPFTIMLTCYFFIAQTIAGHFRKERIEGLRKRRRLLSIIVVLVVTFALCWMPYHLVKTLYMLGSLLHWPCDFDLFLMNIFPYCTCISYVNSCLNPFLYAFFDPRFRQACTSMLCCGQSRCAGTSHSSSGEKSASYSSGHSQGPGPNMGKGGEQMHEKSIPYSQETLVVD
#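 Test system: CHO-K1 APJ beta-arrestin complementation cell line | Compound: Single test compound dose, 20 µM final, 1% DMSO | Incubation: Compound 90 min 25 °C, reagent 1 h | Measured by: beta-gal luminescence | Read-out basis: APJ–arrestin association signal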
# NLRP3 yeast inh: inhibitors of NALP3 inflammasome in yeast. Yeast reconstituted NLRP3/ASC/caspase-1, beta-gal luminescence, 24 h. inhibition, % at 10 µM. actives 0.39% (n = 330,000);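 active = inhibition of 50% or more; inactive = inhibition below 50%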;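 also: plate controls were induced DMSO wells for no effect and uninduced yeast grown without galactose for full effect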
# APJ antagonist: blocks the human apelin receptor APJ. P35414. CHO-K1 APJ beta-arrestin complementation, luminescence. inhibition, % at 20 µM. actives 0.32% (n = 330,000). AID 2521;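 active = inhibition above about 40% at 20 µM, limit read from the data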;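 also: cells challenged with 10 nM apelin-13 agonist together with compound; plate controls were apelin-13 plus DMSO wells for no effect and DMSO wells lacking apelin-13 for full effect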
# tim10-1 inh: inhibits growth of tim10-1 mutant yeast; S. cerevisiae tim10-1 ts strain growth, BacTiter-Glo, 24 h; inhibition, % at 20 µM; actives 2.2% (n = 330,000); AID 463190;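 active = inhibition of at least 40%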;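 also: mutant grown at 25 °C; 0% = DMSO wells with yeast and 100% = wells holding no yeast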
# TIM10 inh: TIM10 yeast growth inhibition. actives 1.4% (n = 330,000). inhibition, % at 10 µM. S. cerevisiae TIM10 strain growth, BacTiter-Glo luminescence, 24 h. AID 463195;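 active = inhibition of 40% or more at the single tested concentration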;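 also: wild-type TIM10 isogenic control strain grown at permissive 25 °C; 0% = DMSO yeast wells and 100% = minimal medium wells without yeast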
# tim23-1 inh: growth inhibitors of tim23-1 mutant yeast; inhibition, % at 20 µM; actives 1.3% (n = 330,000); S. cerevisiae tim23-1 growth, BacTiter-Glo luminescence, 24 h;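 active = growth inhibition of the mutant yeast at or above 50%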;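 also: temperature-sensitive mutant grown at 25 °C; plate controls were DMSO-treated mutant yeast for no effect and medium wells lacking yeast for full effect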
# The depositor's hits bear a star; · = no result given.
SMILES,NR3A LBD binder,MPTP block,beta cell repl,APJ agonist,NLRP3 yeast inh,APJ antagonist,tim10-1 inh,TIM10 inh,tim23-1 inh
O=C(O)c1sccc1SCc1ccc(Cl)cc1Cl,1,1.8,-2,-6,4,14,8,10,8
Cc1ccc(S(=O)(=O)N2CCOC23CCN(C(=O)c2ccccc2Br)CC3)cc1,2,0.2,13*,-2,11,6,28,-5,19
O=C(CN1CCSC1=O)N1CCN(S(=O)(=O)c2ccccc2)CC1,0,-0.1,0,-1,15,-13,-10,7,-6
COc1ccc(NC(=O)C2CCCN2C(=O)NCc2ccccc2)cc1OC (stereo not drawn),-1,0.6,-1,2,9,0,13,-21,13
O=C(Nc1ccc(Br)cn1)c1cccc2ccccc12,0,7.4,-2,2,52*,-15,34,2,44
CC1CCCCN1C(=O)Cn1cc(C=O)c2ccccc21 (stereo not drawn),-5,-1.2,0,-2,3,1,2,16,17
Cc1ccc(OC(=O)C(F)(F)F)c2c1NCCC2,9,1.6,-1,0,18,-18,17,-6,7
C[C@H](CO)N1C[C@H](C)[C@@H](CN(C)C(=O)Nc2ccccc2)Oc2ccc(NC(=O)c3ccncc3)cc2C1=O,1,0.2,-1,-1,-10,5,-5,-3,11
CC(=O)Nc1ccc(NC(=O)C(=O)c2cn(CC(=O)N3CCCCC3)c3ccccc23)cc1,2,-0.5,-3,3,2,-21,-2,-13,8
O=C(NC(=S)Nc1nc(-c2ccccc2)cs1)c1ccco1,16*,3.5,-4,-2,24,6,19,8,10
COC(=O)c1nc(-c2ccccc2)nc(-c2ccccc2)c1C(=O)OC,-1,0.9,0,-2,2,8,0,17,36
COC(=O)c1ccccc1-c1ccc(C=O)o1,0,-1.7,-2,-3,15,-8,3,2,2
Cc1cc(C)n(-c2cc(N3CCOCC3)ncn2)n1,3,-0.3,-3,1,18,0,18,9,21
CC1(C)CC(=O)C(Sc2nnc(-c3ccc(O)cc3)n2CC2CCCO2)C(=O)C1 (stereo not drawn),0,-0.2,2,-4,5,13,12,11,17
CCOc1ccccc1N1C(=O)CC(Sc2n[nH]c(-c3ccccc3)n2)C1=O (stereo not drawn),-2,1.9,-6,-2,22,4,53*,32,13
CN(Cc1ccccc1F)C(=O)c1ccc(NS(=O)(=O)c2ccc3[nH]c(=O)[nH]c3c2)cc1,-1,-0.8,0,-1,2,-5,1,1,12
CC1CCCCN1CCCNC(=O)c1ccc(N2CCCC2=O)cc1 (stereo not drawn),2,0.7,1,-1,6,-2,-30,-4,-14
CCN(C(=O)COC(=O)c1cccnc1SC)C1CCS(=O)(=O)C1 (stereo not drawn),0,0.7,-1,-3,-1,45*,-10,-1,-2
O=C(/C=C(\O)c1ccccc1)C(=O)NNC(=O)c1ccccc1,1,0.3,-4,-5,4,14,6,-3,23
Cc1ccc(OCCOC(=O)C2CCN(S(=O)(=O)c3ccc(C)c(C)c3)CC2)cc1,2,-0.4,1,-2,22,11,20,16,22
Cc1ccc(C)c(NC(=O)CSc2nc3nc(-c4cccs4)cc(C(F)(F)F)c3c(=O)[nH]2)c1,9,77*,-6,-4,-7,19,6,10,-5
CCOc1ncccc1C(=O)OCC(=O)c1ccccc1Br,0,2.7,-1,-5,18,9,19,20,12
COC(=O)[C@@H](NC(=O)N1CCN(c2cccc(C(F)(F)F)c2)CC1)C(C)C,-1,-2.0,0,-3,14,16,1,-10,11
CCN(c1ccc(OC)cc1)S(=O)(=O)c1cc(-c2cc(C)no2)ccc1OC,-1,-1.7,-6,9,3,6,-47,-8,28
O=C(c1ccc(S(=O)(=O)NCc2ccco2)cc1)N1CCN(c2ccc(F)cc2)CC1,-2,0.2,2,-3,14,17,29,-7,13
# Further records:
SMILES,NR3A LBD binder,MPTP block,beta cell repl,APJ agonist,NLRP3 yeast inh,APJ antagonist,tim10-1 inh,TIM10 inh,tim23-1 inh
Cc1ccccc1C(=O)N1CCN(S(=O)(=O)c2cccs2)CC1,-1,-0.8,-1,-3,5,21,4,0,6
Cc1ccc(C)c(NC(=O)C(OC(=O)c2ccc(NC(=O)CC#N)cc2)c2ccccc2)c1 (stereo not drawn),6,1.7,-3,7,14,3,8,-5,5
CN(C(=O)c1ccc(Br)o1)C1CCCCC1,3,1.1,-1,0,-2,15,-9,-6,-3
O=C1CCC2S/C(=C/Nc3ccc(C(F)(F)F)cc3)C(=O)N12 (stereo not drawn),0,0.9,-3,1,21,-7,-2,0,-5
Nc1ccc2nc(CCCCc3nc4ccccc4[nH]3)[nH]c2c1,-3,0.6,2,3,19,-2,-15,-12,-3
CCCCN1C(=O)NC(NC(C)=O)(C(F)(F)F)C1=O (stereo not drawn),0,-1.3,-2,0,8,1,-6,-10,9
COCCNC(=O)COC(=O)CSCc1nc2ccccc2s1,0,-1.6,-3,-4,10,-5,15,3,10
O=C(c1cc(-c2ccncc2)nc2ccccc12)N1CCN(c2ccccn2)CC1,2,-0.7,-3,-4,6,12,23,13,22
CC(=O)c1ccc(N2CCN(C(=O)c3cc(S(=O)(=O)N4CCOCC4)ccc3C)CC2)cc1,0,0.3,-1,-4,3,-1,10,9,9
CCC(C)[C@H](NC(=O)N1CC(=O)Nc2ccccc21)C(=O)N[C@@H](Cc1c[nH]c2ccccc12)C(=O)O (stereo partly drawn),1,-2.7,-3,-5,-3,-63,4,3,14
COc1cccc(-c2ccc(C#N)c(SCC(=O)NCCc3ccccc3)n2)c1,-1,-0.6,5,-3,1,7,10,3,-4
Cc1ccc(-c2nc(-c3ccncc3)no2)cc1C,0,2.0,-4,0,0,14,-204,-89,-183
CCOC(=O)N1CCC(n2c(SCC(=O)NCc3ccco3)nc3ccsc3c2=O)CC1,1,-0.4,-1,-4,9,15,9,17,21
O=C(COc1ccc2ccccc2c1)NNC(=O)c1ccccc1,-2,-2.3,-1,2,5,3,-8,-3,-7
c1ccc(OCc2noc(CN3CCC(C4CCCCC4)C3)n2)cc1 (stereo not drawn),0,0.8,-2,1,31,6,22,-1,5
CCOc1cc(S(=O)(=O)NCc2ccncc2)ccc1Cl,0,100*,-6,1,9,1,10,16,-6
COc1ccc(C(=O)N/C(=C/c2cccnc2)C(=O)NCc2ccco2)cc1OC,1,2.5,-2,1,13,8,0,12,13
COC(=O)C(/C=N/OCc1ccc([N+](=O)[O-])cc1)NC(=O)c1ccccc1 (stereo not drawn),2,-2.2,1,0,2,18,1,-15,10
COc1ccc(C2C3=C(CC(C)(C)CC3=O)Nc3c2c(=O)[nH]c(=O)n3Cc2ccccc2)cc1 (stereo not drawn),0,-0.7,-2,-2,8,-27,15,14,19
Cc1occc1C(=O)NNC(=S)Nc1ccccc1C(F)(F)F,-3,1.3,0,-4,4,10,14,-3,-1
N#C/C(=C\c1ccc2c(c1)OCO2)C(=O)NCc1ccco1,-1,1.3,2,0,29,8,7,16,9
O=C(NCc1ccccc1)C1CCN(S(=O)(=O)N2CCOCC2)CC1,-2,-1.5,1,-2,8,-7,1,5,2
CC(C)CNS(=O)(=O)c1ccc(CCC(=O)N2CCN(c3ccc(F)cc3)CC2)cc1,0,-0.6,-2,-1,12,13,19,13,2
CC[C@]12c3[nH]c4cc(CCC(=O)N(C)C)ccc4c3CCN1C(=O)[C@@H](CC(=O)NCC13CC4CC(CC(C4)C1)C3)C[C@@H]2C(=O)N1CCN(C(=O)C2CC2)CC1,-3,-0.7,·,·,·,·,33,7,37
c1ccc(C[C@H]2CNCCN2CC2(c3ccccc3)CC2)cc1,0,7.8,3,5,18,-5,-1,-2,1
# Further compounds.
SMILES,NR3A LBD binder,MPTP block,beta cell repl,APJ agonist,NLRP3 yeast inh,APJ antagonist,tim10-1 inh,TIM10 inh,tim23-1 inh
CCc1nnc(NC(=O)CN2C(=O)NC3(CCCC3)C2=O)s1,1,-1.6,0,-2,14,-3,-4,2,-5
CN(C)CCCN(C(=O)C1COc2ccccc2O1)c1nc2cc3c(cc2s1)OCO3 (stereo not drawn),-5,-0.7,-4,0,23,-12,56*,55*,40
Cc1ccc(C2=NN(CCC(=O)NCCCN3CCOCC3)C(=O)CC2)cc1,-2,0.0,-1,1,10,0,-2,-6,-9
O=C(N/N=C\c1ccc(F)cc1)c1ccc(Cn2cc(Br)c([N+](=O)[O-])n2)o1,-5,-0.6,-3,2,10,-12,2,-4,0
CN(CC(=O)Nc1sccc1C#N)S(=O)(=O)c1ccc(F)cc1,-4,0.5,1,-4,-8,13,5,4,21
CNS(=O)(=O)c1cc(OC)ccc1OC,-9,-2.3,3,2,8,-6,12,-11,7
CCOc1cc(/C=C2\N=C(SC)SC2=O)cc([N+](=O)[O-])c1OC(C)=O,5,23,-4,-5,-30,23,42*,15,46
COc1ccc(/C=C2\SC(=O)NC2=S)cc1OC,-15,6.0,0,0,20,23,41*,33,52*
CNC(=S)N1CCN(c2ccc([N+](=O)[O-])cc2)CC1,3,1.9,2,0,12,12,1,2,-12

# Sorted by count of non-hydrogen atoms (low to high): 11 of the compounds above
SMILES,NR3A LBD binder,MPTP block,beta cell repl,APJ agonist,NLRP3 yeast inh,APJ antagonist,tim10-1 inh,TIM10 inh,tim23-1 inh
CNS(=O)(=O)c1cc(OC)ccc1OC,-9,-2.3,3,2,8,-6,12,-11,7
COc1ccc(/C=C2\SC(=O)NC2=S)cc1OC,-15,6.0,0,0,20,23,41*,33,52*
CNC(=S)N1CCN(c2ccc([N+](=O)[O-])cc2)CC1,3,1.9,2,0,12,12,1,2,-12
N#C/C(=C\c1ccc2c(c1)OCO2)C(=O)NCc1ccco1,-1,1.3,2,0,29,8,7,16,9
CN(CC(=O)Nc1sccc1C#N)S(=O)(=O)c1ccc(F)cc1,-4,0.5,1,-4,-8,13,5,4,21
CCOc1cc(/C=C2\N=C(SC)SC2=O)cc([N+](=O)[O-])c1OC(C)=O,5,23,-4,-5,-30,23,42*,15,46
O=C(N/N=C\c1ccc(F)cc1)c1ccc(Cn2cc(Br)c([N+](=O)[O-])n2)o1,-5,-0.6,-3,2,10,-12,2,-4,0
Cc1ccc(C2=NN(CCC(=O)NCCCN3CCOCC3)C(=O)CC2)cc1,-2,0.0,-1,1,10,0,-2,-6,-9
CN(C)CCCN(C(=O)C1COc2ccccc2O1)c1nc2cc3c(cc2s1)OCO3 (stereo not drawn),-5,-0.7,-4,0,23,-12,56*,55*,40
COc1ccc(C2C3=C(CC(C)(C)CC3=O)Nc3c2c(=O)[nH]c(=O)n3Cc2ccccc2)cc1 (stereo not drawn),0,-0.7,-2,-2,8,-27,15,14,19
CC[C@]12c3[nH]c4cc(CCC(=O)N(C)C)ccc4c3CCN1C(=O)[C@@H](CC(=O)NCC13CC4CC(CC(C4)C1)C3)C[C@@H]2C(=O)N1CCN(C(=O)C2CC2)CC1,-3,-0.7,·,·,·,·,33,7,37
